Source: PubChem (National Center for Advancing Translational Sciences (NCATS))
A549 tox = Nrf2 qHTS screen for inhibitors: counterscreen for cytotoxicity; A549 ARE-Fluc cells, CellTiter-Fluor viability, 18-24 h; AID 504648, 2011; 390,000 compounds, 0.16% hits; Potency, µM (titrated, usually from 46 µM), for inactives: at the top dose activity change, negative = cytotoxicity, actives largely listed as inhibitors; also: potency is read from the fitted curve at half-maximal effect; % is scaled to controls: 0 for no effect and ±100 for the full control effect
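Cytotoxicity counterscreen: CellTiter-Fluor fluorescence was measured in A549 ARE_Fluc cells after 18-24 h of compound exposure in a concentration series. The subsequent BugLite luminescent read reports ARE-luciferase activity.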
Nrf2 ARE act = qHTS of Nrf2 Activators. Potency, µM (top dose mostly 46.1 µM), for inactives: at the highest dose activation, hits mostly activators. AREc32 ARE-luciferase reporter (MCF7-derived line), luminescence, 24 h. 410,000 compounds, 0.31% hits; also: potency is read from the fitted curve at half-maximal effect; % of control where 0% means no effect; nearly all actives have a fitted effect of over 65% in size
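Quantitative high-throughput format: AREc32 reporter cells, 1000 per well, received compound by pin transfer and were incubated 24 hr at 37 deg C, 5% CO2, before Steady-Glo luminescence detection.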
HepG2 viability = qHTS for Inhibitors of TGF-b: Cytotox Counterscreen; HepG2 CAGA-GFP viability, ATP luminescence, 18 h; Potency, µM (series often up to 46.1 µM), for inactives: at the highest dose activity change, negative = cytotoxicity, usual class: cytotoxic; AID 588856, 2011; 410,000 compounds, 0.76% hits; also: potency is read from the fitted curve at half-maximal effect; some results filed as inactive show a strong effect at the top dose
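CellTiter-Glo luminescence gave cytotoxicity after 18 hours at 37 degrees C. The cells were HepG2 CAGA-GFP in 1% FBS DMEM, stimulated with 500 pg/mL TGF-beta after compound addition. %Activity was normalised to no-cell wells (complete cell-killing) and DMSO (no toxicity), and curves were fitted and classified.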
Nrf2 block = Nrf2 qHTS screen for inhibitors; AID 504444, 2011; Potency, µM (titrated, usually from 46 µM), for the others: at the top dose activity change, negative = inhibition, most hits filed as inhibitors; 360,000 compounds, 2.1% hits; A549 ARE-Fluc reporter, luciferase luminescence, 18-24 h; also: potency is read from the fitted curve at half-maximal effect; % is scaled to controls: 0 for no effect and ±100 for the full control effect; nearly all actives have a fitted effect of over 60% in size
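Nrf2 activity is the BugLite luminescence, read 15 min after reagent at room temperature, following CellTiter-Fluor cytotoxicity readout (30 min, 37C). Compound titrations were applied for 18-24 h to 5000 A549 ARE_Fluc cells/well in 5% FBS OPTI-MEM.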
TGFb SMAD3 inh = qHTS for Inhibitors of TGF-b; HepG2 CAGA-GFP TGF-b/SMAD3 reporter, GFP fluorescence, 18 h; TGF-beta stimulated, 500 pg/mL final; Potency, µM (top dose mostly 46.1 µM), inactives show at the highest dose activity, negative = inhibition, actives largely listed as inhibitors; 410,000 compounds, 1.2% hits; also: potency is read from the fitted curve at half-maximal effect; % is scaled to controls: 0 for no effect and ±100 for the full control effect; nearly all actives have a fitted effect of over 65% in size
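Using HEPG2 CAGA-GFP reporter cells at 1000 cells/well, we pinned test compounds, stimulated with recombinant TGF-beta (500 pg/mL final) and measured total well GFP after 18 h.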
ATXN viability = Viability Counterscreen for Primary qHTS for Inhibitors of ATXN expression. S2 cells (HEK-293 line with an ATXN2-luciferase reporter) viability, CellTiter-Fluor protease fluorescence, 24 h. AID 651635, 2014. Potency, µM (highest dose often 56.7 µM), actives largely listed as cytotoxic. 400,000 compounds, 0.49% hits; also: potency is read from the fitted curve at half-maximal effect; nearly all actives have a fitted effect of over 40% in size
pAkt inh = HTS Assay for Inhibitors of Akt Phophorylation: Primary Screen | Neuro2A IGF-stimulated pAkt S473 HTRF, 20 min; stronger effect = lower value | 360,000 compounds, 0.32% hits | activity change, % for hits at 50 µM; in the data active = activity change below about -80%; inconclusive = mostly about -51% to -80%; also: % is scaled to controls: 0 for no effect and ±100 for the full control effect
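Single-point screen (50 µM final compound) in Neuro2A cells stimulated 20 min with 6 nM IGF at 37 deg C. After lysis, Ser473-phosphorylated Akt read by HTRF (ex 330 nm, em 615/665 nm) as the 665/615 ratio.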
CCT modulator = High-Throughput Screening for Modulators of Cytosolic Chaperonin Activity; purified chaperonin ATPase assay, HTRF ADP detection, 30 min; activity change, % (concentration not given with the values), hits read low; 360,000 compounds, 0.3% hits; AID 651819, 2012; in the data active = activity change below about -30%; also: % is scaled to controls: 0 for no effect and ±100 for the full control effect
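We incubate TRiC, 40 or 20 nM final, with library compounds at 76 uM and 10 uM ATP for 30 min at 37 °C. ADP formed is detected with Transcreener HTRF reagents after 30 min at room temperature.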
MmCpn inh = Inhibitors of TCP-1 ring complex (TRiC) of Methanococcus maripaludis (MmCpn): qHTS; AID 504842, 2011; purified Mm-Cpn ATPase, ADP Transcreener TR-FRET; Potency, µM (top dose mostly 76.9 µM), for the others: at the highest dose activity, negative = inhibition, most hits filed as inhibitors; 330,000 compounds, 0.031% hits; also: potency is read from the fitted curve at half-maximal effect; % is scaled to controls: 0 for no effect and ±100 for the full control effect; nearly all actives have a fitted effect of over 80% in size
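Purified archaeal Mm-CPN (25nM final) preincubated 10 min at 37degC with compound, then 10uM ATP for 30 min at 37degC; ADP measured by HTRF Transcreener TR-FRET; buffer 30 mM TRIS pH 7.4, 100mM KCl, 5mM MgCl2, 1mM DTT.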
An asterisk follows results filed as active; i = inactive; ? = inconclusive; . = not tested or not shown; [ ] = dose if it differs, or a comment. Unless noted, calls follow the shape of the dose curve; as a rule, active = well fitted curve in the direction sought with a large enough effect; inconclusive = small, poorly fitted or top-dose-only effect, or another doubt; inactive = no such curve, though single readings can be large; an effect the other way counts as inactive or inconclusive.

Below each compound: A549 tox	pAkt inh	CCT modulator	ATXN viability	Nrf2 block	Nrf2 ARE act	HepG2 viability	TGFb SMAD3 inh	MmCpn inh
(1) COC(=O)c1c(-c2ccccc2)csc1NC1=NS(=O)(=O)c2ccccc21
→ 0%	i	-0.7	i	?	1.7%	-43%	19%	-4%
(2) CCOc1ccc(CCNC(=O)COc2cc(=O)n(C)c3ccccc23)cc1OCC
→ 4%	i	0.9	i	-8%	3.0%	-8%	30%	3%
(3) COc1ccccc1OCCCCN1CCN(c2ccccc2OC)CC1
→ -2%	i	-1.3	i	12%	-1.6%	-40%	-18%	-2%
(4) C=CCN(CC=C)C(=S)NC(=O)c1ccc(OC)cc1
→ 4%	i	1.1	i	1%	9.5%	-26%	-2%	-1%
(5) CCOC(=O)COc1cccc2c(=O)n(CC(=O)NCc3ccc4c(c3)OCO4)ccc12
→ 1%	i	-2.1	i	1%	-1.1%	-3%	-3%	0%
(6) O=C(Nc1nnc(C2CC2)s1)C1Cc2ccccc2CN1S(=O)(=O)c1ccccc1F (stereo unspecified)
→ -7%	i	2.2	i	?	2.4%	-34%	-20%	-1%
(7) COc1ccc(OC)c(S(=O)(=O)CC(O)COc2ccccc2Cl)c1 (stereo unspecified)
→ -4%	i	-0.1	i	10%	-0.5%	-4%	0%	1%
(8) CCOc1ccc(NC(=O)CSc2ccc3nnc(-c4ccccn4)n3n2)cc1
→ -7%	i	1.3	i	-13%	-0.7%	6%	17%	-1%
(9) Cc1ccc(Nc2ccc3nonc3c2[N+](=O)[O-])cc1
→ -12%	i	-0.3	i	-10%	0.0%	3%	1%	0%
(10) Cc1ccc(-n2nnnc2SCC(=O)NNC(=O)c2ccco2)cc1C
→ -10%[1.84 µM]	i	0.4	i	-25%	0.0%	0%	?	1%

Below each compound: A549 tox	pAkt inh	CCT modulator	ATXN viability	Nrf2 block	Nrf2 ARE act	HepG2 viability	TGFb SMAD3 inh	MmCpn inh
(11) N#C[C@H]1C2OC2c2ccccc2N1C(=O)c1ccccc1 (stereo partly specified)
→ -5%	i	0.0	i	1%	0.7%	-21%	-6%	.
(12) N#Cc1ccc(/C=N/N=C(N)N)cc1
→ -4%	i	-2.1	i	10%	0.4%	-2%	0%	1%
(13) CNC(=O)Cc1csc2ccc(Cl)cc12
→ 2%	i	-0.3	i	.	0.9%	13%	21%	-11%
(14) Nn1c(SCC(=O)Nc2cccnc2Cl)nnc1-c1ccccc1
→ 2%	i	-0.1	i	7%	4.1%	-18%	-17%	-2%
(15) O=C(/C=C/c1ccccc1)n1cnnc1SC/C=C/c1ccccc1
→ 0%	i	1.8	i	25%	2.5%	-3%	-9%	2%
(16) Cc1cccc(C)c1-n1nnnc1C1c2ccccc2C(=O)N1CCOc1ccccc1 (stereo unspecified)
→ .	i	-0.5	i	.	20%	.	.	.
(17) CCOc1ccccc1NC(=O)c1cc(S(=O)(=O)N2CCOCC2)ccc1C
→ 7%	i	-2.7	i	1%	-0.2%	-22%	-11%	0%
(18) CC1(C)CC(=O)c2cc(OCC(=O)O)ccc2O1
→ 16%	i	-2.3	i	.	0.2%	15%	26%	-8%
(19) Oc1cccc(/C=N/N2CCCCC2)c1O
→ -6%	i	0.0	i	13%	0.1%	10%	-2%	0%
(20) CCc1noc(C)c1C(=O)NNC(=O)c1ccccc1Cl
→ 0%	i	0.8	i	2%	0.1%	19%	8%	0%

Below each compound: A549 tox	pAkt inh	CCT modulator	ATXN viability	Nrf2 block	Nrf2 ARE act	HepG2 viability	TGFb SMAD3 inh	MmCpn inh
(21) O=C(c1cc(COc2ccc(F)cc2Cl)on1)N1CCN(C2CCCC2)CC1
→ 13%	i	-1.1	i	-4%	-0.4%	-31%	?	-1%
(22) COc1ccc(-c2ccc(C(=O)Nc3cccc(F)c3)c3occc23)c(C)c1
→ .	i	0.6	i	.	3.5%	-17%	-3%	.
(23) CCN1CCc2c(sc(NC(=S)NC(=O)c3ccc(Cl)cc3)c2C(N)=O)C1
→ 2%	i	-19	i	2%	4.9%	-6%	-9%	?
(24) Cc1ccc(OCCC(=O)NNC(=O)c2cc(C)oc2C)cc1
→ 6%	i	2.2	i	2%	0.6%	0%	8%	1%
(25) CC(=O)c1ccc(Nc2cc(C)nc3nc(Cc4ccc(Cl)cc4)nn23)cc1
→ -10%	.	.	i	?	-0.2%	6%	-16%	.
(26) CN(C)S(=O)(=O)N1CCc2ccc(NC(=O)c3ccccc3Cl)cc2C1
→ -2%	i	0.4	i	3%	2.4%	-13%	-2%	-3%
(27) O=C(CSc1nc2ccccc2o1)Nc1ccccc1N1CCCCCC1
→ -14%	i	-0.8	i	?	3.2%	-10%	0%	1%
(28) O=C(Nc1ccc(F)cc1F)N1CCc2c(sc3c2CCCC3)C1c1ccc(F)cc1 (stereo unspecified)
→ 15%	.	.	i	.	0.9%	-27%	-4%	.
(29) S=c1[nH]nc(COc2ccc3c(c2)OCO3)n1-c1ccccc1
→ -7%	i	0.8	i	-13%	0.8%	13%	17%	-1%
(30) O=C(CSc1nnc(-c2ccc(F)cc2)c2ccccc12)Nc1c(F)cccc1F
→ -18%	i	0.7	?	?	18%	-7%	?	-11%

Reformatted with bars between the fields: 10 of the compounds above
entry | SMILES | A549 tox | pAkt inh | CCT modulator | ATXN viability | Nrf2 block | Nrf2 ARE act | HepG2 viability | TGFb SMAD3 inh | MmCpn inh
20 | CCc1noc(C)c1C(=O)NNC(=O)c1ccccc1Cl | 0% | i | 0.8 | i | 2% | 0.1% | 19% | 8% | 0%
21 | O=C(c1cc(COc2ccc(F)cc2Cl)on1)N1CCN(C2CCCC2)CC1 | 13% | i | -1.1 | i | -4% | -0.4% | -31% | ? | -1%
22 | COc1ccc(-c2ccc(C(=O)Nc3cccc(F)c3)c3occc23)c(C)c1 | . | i | 0.6 | i | . | 3.5% | -17% | -3% | .
23 | CCN1CCc2c(sc(NC(=S)NC(=O)c3ccc(Cl)cc3)c2C(N)=O)C1 | 2% | i | -19 | i | 2% | 4.9% | -6% | -9% | ?
24 | Cc1ccc(OCCC(=O)NNC(=O)c2cc(C)oc2C)cc1 | 6% | i | 2.2 | i | 2% | 0.6% | 0% | 8% | 1%
25 | CC(=O)c1ccc(Nc2cc(C)nc3nc(Cc4ccc(Cl)cc4)nn23)cc1 | -10% | . | . | i | ? | -0.2% | 6% | -16% | .
26 | CN(C)S(=O)(=O)N1CCc2ccc(NC(=O)c3ccccc3Cl)cc2C1 | -2% | i | 0.4 | i | 3% | 2.4% | -13% | -2% | -3%
27 | O=C(CSc1nc2ccccc2o1)Nc1ccccc1N1CCCCCC1 | -14% | i | -0.8 | i | ? | 3.2% | -10% | 0% | 1%
28 | O=C(Nc1ccc(F)cc1F)N1CCc2c(sc3c2CCCC3)C1c1ccc(F)cc1 (stereo unspecified) | 15% | . | . | i | . | 0.9% | -27% | -4% | .
29 | S=c1[nH]nc(COc2ccc3c(c2)OCO3)n1-c1ccccc1 | -7% | i | 0.8 | i | -13% | 0.8% | 13% | 17% | -1%

Following part:
Below each compound: A549 tox	pAkt inh	CCT modulator	ATXN viability	Nrf2 block	Nrf2 ARE act	HepG2 viability	TGFb SMAD3 inh	MmCpn inh
(31) COc1cccc(NC(=O)CSc2ccc3nnc(CCNC(=O)c4ccccc4)n3n2)c1
→ 1%	i	-2.6	i	-1%	-0.5%	-16%	-13%	-5%
(32) COc1ccc(-c2csc3nc(-c4ccc(F)cc4)oc(=O)c23)cc1OC
→ -7%	.	.	i	-4%	-0.3%	-13%	1%	.
(33) COc1ccc(NS(=O)(=O)c2c(F)cc(F)c(Cl)c2F)cc1S(=O)(=O)N1CCCCC1
→ -3%	i	1.0	i	?	6.5%	-3%	-19%	1%
(34) CCCOc1ccc(C(=O)Nc2nonc2-c2ccc(OCC)cc2)cc1
→ 7%	.	.	.	-17%	-0.6%	0%	0%	.
(35) CCOC(=O)c1c(C)n(S(=O)(=O)c2ccc(C)cc2)c2ccc(O)c(C(=O)O)c12
→ 0%	i	-0.7	i	-15%	-0.9%	1%	-15%	2%
(36) N#CC(C(=S)Nc1ccccc1)c1nc2ccccc2[nH]1 (stereo unspecified)
→ 4%	i	-2.3	?	-7%	21%	-23%	?	0%
(37) COCCNC(=O)c1cnc2sc(N3CCC(C)CC3)nn2c1=O
→ -1%	.	.	i	19%	0.5%	-9%	1%	.
(38) CN(C)c1ccc(C=C2SC(=S)N(Cc3ccco3)C2=O)cc1
→ .	i	-1.5	?	.	0.4%	-43%	6%	.
(39) COc1ccc(CC(=O)NC(C)c2nnc(SCC(=O)c3ccc(OC)cc3)n2C)cc1 (stereo unspecified)
→ -6%	i	0.1	i	2%	0.5%	-2%	7%	0%
(40) Cc1ccc(C(=O)NC2CCCCC2)cc1
→ 5%	i	-2.5	i	?	-0.4%	-13%	2%	1%
(41) COc1ccc(CCNCC(O)COc2ccc(Cl)cc2)cc1OC (stereo unspecified)
→ 10%	i	-1.1	i	3%	0.5%	-9%	1%	2%
(42) N#Cc1cn(Cc2ccccc2)c2ccccc12
→ -1%	i	0.3	i	-14%	0.7%	-25%	5%	0%
